CYP2C9 activ: CYP2C9 (human) activation | P11712 | recombinant CYP2C9, luciferin-H conversion, luminescence; stronger effect = higher value; factor 1 = untreated enzyme, 0 = blocked | activation factor at 5 µM | 1.4% of 96,000 active | AID 1024;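 active means activation factor of 2 or more for CYP2C9 at a 5 µM dose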;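 further: 0 = sulfaphenazole-blocked wells and 1 = vehicle-only wells; values of inactives mirror those of a sister screen read the other way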
CYP2C19 activ: cytochrome P450 2C19 (human) activation; recombinant CYP2C19, luciferin-H EGE luminescence; stronger effect = higher value; 0 = fully inhibited enzyme, 1 = untreated enzyme; activation factor at 5 µM; 96,000 tested, under 10 active; AID 1025; P33261;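 active means activation factor of at least 2 at 5 µM in the primary screen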;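 further: 0 = wells with 2.5 mM tranylcypromine and 1 = vehicle-only wells; values of inactives mirror those of a sister screen read the other way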
PLAP activator: activators of human placental alkaline phosphatase; P05187; purified PLAP enzyme, luminescent substrate read-out; stronger effect = higher value; activation fold at 20 µM; 1.2% of 96,000 active; in the data active means activation fold above about 2
CYP2C9 inhib: human CYP2C9 inhibition | P11712 | CYP2C9 Supersomes, luciferin-H conversion, luminescence | inhibition, % at 5 µM | 20% of 96,000 active | AID 777;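 active means blocking of liver enzyme CYP2C9 beyond about 50% at 5 µM, limit read from the data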; further: values of inactives mirror those of a sister screen read the other way
PLK1 inh: PLK1 (human) kinase inhibition; P53350; recombinant PLK1 kinase, TR-FRET peptide phosphorylation; inhibition, % at 10 µM; 0.53% of 97,000 active;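 active means inhibition of 50% or more in the single-concentration screen; inactive means inhibition below 50%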;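 further: 0% = DMSO max control and 100% = H-89 dihydrochloride min control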
PLK1 PBD inh: inhibitors of human Plk1 polo box domain binding; AID 693; P53350; Plk1 PBD phosphopeptide binding, fluorescence polarization; 0.13% of 97,000 active; inhibition, %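 (tested at about 20 µM)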; in the data active means inhibition above about 34%, passing the limit was not always enough
EphB4 antag: EphB4-ephrin-B2 interaction antagonism | P54760 | EphB4 LBD / TNYL-RAW-Alexa532 peptide, fluorescence polarization | inhibition, % at 7 µM | 0.15% of 97,000 active;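 active means inhibition above the screen-wide mean inhibition plus 3 SD, cut at about 15% in these data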;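 further: 0% = DMSO wells and 100% = excess unlabeled TNYL-RAW peptide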
Target sequence (P54760 whole entry, looked up, the tested form may be a part): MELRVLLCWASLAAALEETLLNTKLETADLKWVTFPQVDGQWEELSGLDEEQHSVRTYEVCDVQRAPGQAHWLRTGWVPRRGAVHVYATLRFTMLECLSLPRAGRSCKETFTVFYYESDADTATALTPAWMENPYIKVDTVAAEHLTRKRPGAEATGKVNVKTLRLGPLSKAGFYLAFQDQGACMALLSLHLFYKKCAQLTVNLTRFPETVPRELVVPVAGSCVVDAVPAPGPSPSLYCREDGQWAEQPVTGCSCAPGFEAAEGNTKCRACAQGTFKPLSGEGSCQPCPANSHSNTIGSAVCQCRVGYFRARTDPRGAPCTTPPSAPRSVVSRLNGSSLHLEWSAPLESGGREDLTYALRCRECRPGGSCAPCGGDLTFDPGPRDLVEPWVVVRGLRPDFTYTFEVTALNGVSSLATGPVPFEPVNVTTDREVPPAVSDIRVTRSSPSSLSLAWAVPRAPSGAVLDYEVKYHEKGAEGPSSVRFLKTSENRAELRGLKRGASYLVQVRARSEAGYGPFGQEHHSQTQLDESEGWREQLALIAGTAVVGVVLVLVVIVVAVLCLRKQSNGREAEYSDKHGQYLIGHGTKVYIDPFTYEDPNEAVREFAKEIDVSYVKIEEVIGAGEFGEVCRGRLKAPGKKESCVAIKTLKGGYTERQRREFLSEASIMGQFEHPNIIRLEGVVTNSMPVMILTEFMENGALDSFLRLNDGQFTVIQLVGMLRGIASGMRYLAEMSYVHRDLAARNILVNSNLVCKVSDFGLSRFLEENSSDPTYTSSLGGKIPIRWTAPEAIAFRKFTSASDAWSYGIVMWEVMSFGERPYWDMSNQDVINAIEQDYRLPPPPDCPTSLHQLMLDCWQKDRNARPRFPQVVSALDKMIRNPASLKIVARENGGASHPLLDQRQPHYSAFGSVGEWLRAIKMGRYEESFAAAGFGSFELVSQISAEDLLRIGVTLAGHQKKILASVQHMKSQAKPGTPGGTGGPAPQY
CYP2C19 inh: human CYP2C19 inhibition. P33261. CYP2C19 Supersomes, luciferin-H EGE luminescence, 30 min. inhibition, % at 5 µM. 21% of 96,000 active;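 active means CYP2C19 inhibition above a set limit at 5 µM in the primary screen, cut at about 50% in these data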;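 further: plate controls were negative control wells for no effect and 2.5 mM tranylcypromine positive control for full effect; values of inactives mirror those of a sister screen read the other way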
Rev-RRE block: inhibitors of HIV-1 Rev-RRE RNA interaction | P05866 | Rev peptide-RRE RNA binding, FRET | inhibition, % at 8 µM | 0.79% of 97,000 active | AID 704;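 active means inhibition above the screen-wide mean plus 3 SD, cut at about 35% in these data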;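 further: 0% = median DMSO wells and 100% = median Neomycin B control wells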
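Assay system: Rev peptide and RRE RNA, both fluorescently labelled; times: 5 min preincubation and 15 min binding, 25 °C; detection: FRET, ex 480 nm, em 540 and 671 nm; read-out basis: % inhibition from 671/540 nm acceptor-to-donor ratio, scaled between controls; benchmarks: DMSO low control, neomycin B high control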
Starred values were filed as active, the others as inactive; nt = not tested or not shown.

SMILES	CYP2C9 activ	CYP2C19 activ	PLAP activator	CYP2C9 inhib	PLK1 inh	PLK1 PBD inh	EphB4 antag	CYP2C19 inh	Rev-RRE block
CCc1ccc(-c2csc3ncn(CC(=O)N4CCOCC4)c(=O)c23)cc1	1	1.1	1.4	3	-6	17	-6	-6	3
N#CC1=C(N)SC(N)=C(C#N)C1CCC1CCCCC1	0.8	0.9	1	25	-20	-1	-2	12	68*
O=C(CSCc1ccccc1Cl)NN1C(=O)c2ccccc2C1=O	0.5	0.5	1.5	51*	-10	-19	-2	49	-3
Cc1c(N2C(=O)/C(=C3/C(=O)N(C)c4ccccc43)SC2=S)c(=O)n(-c2ccccc2)n1C	0.6	0.7	0.8	35	-8	-29	0	29	-1
CCCOc1ccc(/C(O)=C2/C(=O)C(=O)N(CCN(C)C)C2c2ccncc2)cc1 (stereo unspecified)	nt	nt	nt	nt	-9	26	-8	nt	3
O=C(Cn1c(SCC(=O)N2CCc3ccccc32)nc2ccccc21)NC1CCCC1	nt	nt	nt	nt	-15	2	1	nt	11
Cc1cccn2cc(CCNC(=O)c3ccc(Br)o3)nc12	0.9	0.8	1.2	7	-13	9	1	22	6
COc1ccccc1CC(=O)NCc1ccc2c(c1)OCO2	1	0.1	0.8	4	-8	19	-3	90*	11
C=CCn1c(-c2ccc(OC)c(OC)c2)cs/c1=N\c1ccccn1	nt	nt	nt	nt	4	-15	-3	nt	-2
CCNS(=O)(=O)c1ccc(C(=O)Nc2ccccc2)cc1	0	1.1	0.9	97*	4	-28	-2	-11	2
COc1ccc(/C=C2\CCc3ccccc3C2=O)cc1Cn1cccn1	0.5	0.2	1.1	49	-8	9	-5	78*	7
C=CCc1cccc(CNc2nc3ccccc3n2CCN2CCOCC2)c1O	0.8	0.8	0.9	22	-13	-14	-2	16	8
CC(C)CC(=O)NC(NCC1CCCO1)C(Cl)(Cl)Cl (stereo unspecified)	0.7	0.4	1.1	32	-17	19	-3	57*	4
CCCCOc1ccc(/C=c2\sc3ncnn3c2=O)cc1	0.9	1	1.6	10	-10	-8	3	-2	5
C=CCn1cnc2c(c1=O)c1nc3ccccc3nc1n2/N=C/c1cccc(OC)c1	0.8	0.9	1.9	20	nt	nt	nt	14	nt
O=C(OCCCCN1C(=O)c2ccccc2C1=O)c1n[nH]c2ccccc12	0.1	0.2	2*	86*	-1	-15	0	84*	11
COc1ccc(NC(=S)NC(NC(=O)c2cccc3ccccc23)C(Cl)(Cl)Cl)c([N+](=O)[O-])c1 (stereo unspecified)	0.2	0.8	1.2	83*	-4	-22	-1	19	16
Cc1cc(C)nc(SCNC(=O)c2ccc(Cl)cc2)n1	1.6	0.1	1	-63	1	3	0	91*	0
O=C(Nc1ccc(Cl)cc1C(F)(F)F)c1ccc(Cl)cc1	1.5	0.9	0.9	-53	-6	-12	-2	14	9
N#Cc1c(N)n[nH]c1CCCN	0.9	1.1	1	14	34	12	4	-10	7
CCCCCCOC(=O)C[N+](C)(C)CCOC1CC2CCC1(C)C2(C)C (stereo unspecified)	1	0.8	1.2	2	-6	-16	4	18	5
Cc1nc(N2CCN(c3ccccc3)CC2)nc2c1C(=O)CC(c1ccccc1)C2 (stereo unspecified)	0.2	0.6	1	83*	-28	22	4	42	10
COc1cccc(CNS(=O)(=O)c2cc(Br)cc3c2N(C(C)=O)C(C)C3)c1 (stereo unspecified)	2.1*	0.3	0.9	-110	-8	3	4	74*	-3
FC(F)(F)c1ccc(Oc2ccc3c(C(F)(F)F)cc(C(F)(F)F)nc3n2)cc1	1	1	1	2	-5	2	-9	-4	20
CC(C)NC(=O)NC(=O)COc1c(F)c(F)cc(F)c1F	1	0.5	0.9	4	-10	21	8	48	2
O=C(CSc1nnc(-c2ccco2)n1-c1ccccc1)NCCc1ccccc1	0.7	0.7	0.8	31	-11	17	2	31	-1
CCOC(=O)C(C)Sc1snnc1C (stereo unspecified)	nt	nt	nt	nt	-9	10	-8	nt	6
O=C(CS(=O)CC(=O)N(c1ccccc1)C(C(=O)NC1CCCC1)c1cccs1)Nc1ccc(F)cc1 (stereo unspecified)	1.1	1	0.9	-7	-14	-9	4	-2	6
O=C(COc1ccc(Br)cc1)NCc1ccccn1	0.6	0.4	0.8	37	0	3	1	65*	2
Nc1cc(-c2ccc(Cl)cc2)nn1S(=O)(=O)c1cccc2nsnc12	0.1	0.1	0.7	86*	-14	7	0	94*	12
CC(=O)C1=C(C)NC(=O)NC1c1ccc(OC2CCCC2)cc1 (stereo unspecified)	1.1	0.7	1.1	-8	-5	-15	-5	32	8
CN1CCN(CCCCC(=O)c2ccccc2)CC1	1	1	0.8	4	-12	-2	8	0	7
COC(=O)c1ccc(-c2ccc(CNCC(O)c3ccccc3)o2)cc1 (stereo unspecified)	0.7	0.4	1.1	28	nt	nt	nt	60*	nt
C=CCn1c(N)c(C(=O)Nc2ccccc2)c2nc3ccccc3nc21	1.1	1.1	1.1	-6	nt	nt	nt	-7	nt
CCN(CC)C(=O)CN1CCN(c2ccccc2F)CC1	1	0.6	1	3	-8	13	-2	38	-1
CCc1nnc(NC(=O)C2COc3ccccc3O2)s1 (stereo unspecified)	0.4	0.9	1.1	56*	-11	-29	7	14	11
COc1ccc(NC(=O)/C(Cl)=C(/Cl)S(=O)Cc2ccc(C)cc2)cn1 (stereo unspecified)	0.5	0.7	0.9	53*	-14	-33	7	34	14
COCC(C)NC(=O)c1cccc(Cl)c1 (stereo unspecified)	1.2	0.9	1.3	-21	-16	-16	2	5	4
COc1ccc(-c2ccnc(SCC(=O)N3CCOCC3)n2)cc1	nt	nt	nt	nt	-4	3	-6	nt	-4
COc1ccc2[nH]c(=O)c(CN(CCc3ccccc3)Cc3nnnn3CC3CCCO3)cc2c1 (stereo unspecified)	0.9	0.3	1.6	14	-14	-10	-1	68*	12
COC(=O)c1cc(=O)n(CCc2ccccc2F)c(=Nc2ccc(F)c(Cl)c2)s1	0.6	0.8	0.7	40	14	13	1	15	21
CN(Cc1ccccc1)C(=O)c1ccc2c(c1)OCCO2	1	0.2	1.2	-4	nt	nt	nt	84*	nt
COc1ccc(C)cc1S(=O)(=O)Nc1ccc(F)c(Cl)c1	nt	nt	nt	nt	-6	5	-3	nt	18
O=C(c1ccco1)N1CCCSC1=Nc1ccccc1	0.8	0.8	1.1	18	10	-22	-1	18	5
CCOc1ccc2[nH]c(=O)c(CN(Cc3ccccc3)C(=O)N3CCCC3)cc2c1	0.9	0.9	1	11	-12	0	-4	12	6
O=C(Cc1c(F)cccc1Cl)Nc1ccon1	0.2	0.8	0.9	78*	-18	-2	0	23	2
CC(=O)Nc1cccc(N2C(=O)CC(N3CCC(C(=O)N4CCCCC4)CC3)C2=O)c1 (stereo unspecified)	1.1	0.7	1.4	-15	-8	3	-1	31	3
CCOC1Cc2ccccc2N(C(N)=O)c2ccccc21 (stereo unspecified)	1	0.9	0.9	4	-11	-7	1	6	4
CCOC(=O)Cn1c(S(=O)(=O)Cc2ccccc2Cl)nc(-c2ccccc2)c1-c1ccccc1	0.6	0.8	1.3	42	-3	-24	-7	19	9
O=C(CCc1ccc(S(=O)(=O)NCCc2ccccc2)cc1)Nc1ccc2c(c1)OCO2	0.2	0.1	0.9	84*	-18	0	3	90*	8
COc1cccc(-c2nc(CSCC(=O)NCC3CCCO3)c(C)o2)c1 (stereo unspecified)	0.8	0.9	1	16	-4	6	5	12	4
COc1ccc(CC(=O)Nc2ccc(-c3csc(C)n3)cc2)cc1	0.8	0.8	0.8	17	-6	-6	1	22	10
Cn1cc(CN2CCN(c3ccccc3)CC2)c2ccccc21	1.7	0.7	1.4	-75	-6	6	-3	34	1
COc1ccc(OCCSc2ncnc3nc[nH]c23)cc1	1	0.7	2*	3	38	18	5	35	4
CCc1nn(C(C)C(=O)NCCc2ccc(OC)c(OC)c2)c(=O)c2cc3occc3n12 (stereo unspecified)	0.8	1	1.6	17	nt	nt	nt	3	nt
Cc1ccc(C2C3=C(CC(C)(C)CC3=O)Nc3n[nH]c(C)c32)cc1 (stereo unspecified)	0.9	0.7	2*	13	-14	-18	0	26	5

Single values from above:
CYP2C9 inhib result of COc1ccc(OCCSc2ncnc3nc[nH]c23)cc1 = 3
Rev-RRE block result of CCOC(=O)Cn1c(S(=O)(=O)Cc2ccccc2Cl)nc(-c2ccccc2)c1-c1ccccc1 = 9

Rewritten as labelled records: entries from further up.
O=C(CCc1ccc(S(=O)(=O)NCCc2ccccc2)cc1)Nc1ccc2c(c1)OCO2
  CYP2C9 activ: 0.2	CYP2C19 activ: 0.1	PLAP activator: 0.9	CYP2C9 inhib: 84*	PLK1 inh: -18	PLK1 PBD inh: 0	EphB4 antag: 3	CYP2C19 inh: 90*	Rev-RRE block: 8

COc1cccc(-c2nc(CSCC(=O)NCC3CCCO3)c(C)o2)c1 (stereo unspecified)
  CYP2C9 activ: 0.8	CYP2C19 activ: 0.9	PLAP activator: 1	CYP2C9 inhib: 16	PLK1 inh: -4	PLK1 PBD inh: 6	EphB4 antag: 5	CYP2C19 inh: 12	Rev-RRE block: 4

COc1ccc(OCCSc2ncnc3nc[nH]c23)cc1
  CYP2C9 activ: 1	CYP2C19 activ: 0.7	PLAP activator: 2*	CYP2C9 inhib: 3	PLK1 inh: 38	PLK1 PBD inh: 18	EphB4 antag: 5	CYP2C19 inh: 35	Rev-RRE block: 4

CCOC(=O)Cn1c(S(=O)(=O)Cc2ccccc2Cl)nc(-c2ccccc2)c1-c1ccccc1
  CYP2C9 activ: 0.6	CYP2C19 activ: 0.8	PLAP activator: 1.3	CYP2C9 inhib: 42	PLK1 inh: -3	PLK1 PBD inh: -24	EphB4 antag: -7	CYP2C19 inh: 19	Rev-RRE block: 9

Bioassay records as filed in PubChem BioAssay.
